Source: PubChem BioAssay (several laboratories)
Myeloid diff 2: myeloid differentiation induction. ER-HoxA9 myeloid progenitors, lysozyme-GFP differentiation, flow cytometry. calls only at 10 µM. hit rate 1% among 360,000. AID 624256;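 active means normalized GFP-positive differentiation at or above the plate's own cutoff, the solvent-only control mean plus 3 SD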;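 further: cells exposed to compound for four days before flow analysis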
Autophagy mod: modulators of autophagy; MEF GFP-LC3 puncta imaging; test concentration mostly 10 µM; calls only at 10 µM (by protocol); hit rate 0.98% among 190,000; AID 463193;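 active means percentage of spot-positive cells more than 3 SD above its plate mean, without a fluorescence outlier flag or 80% toxicity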;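 further: spot-positive cell cutoff set from DMSO-treated cells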
WT yeast gro inh: growth inhibition of WT yeast, mitochondrial fusion screen; AID 1362; inhibition, % at 10 µM; hit rate 2.1% among 190,000; mitochondrial fusion phenotypic screen, WT strain; in the data active means inhibition above about 58%; tested in S. cerevisiae
Insulin prom up: MIN6 insulin promoter up-regulation. MIN6 insulin promoter-GFP reporter, high-content imaging; hits give high values. z-score at 5 µM. AID 1625. hit rate 0.3% among 190,000;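 active means z-score above 3 at 5 µM with at least 500 cells counted in the well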
bCat nuc transl: modulators of beta-catenin nuclear translocation | HeLa beta-catenin nuclear translocation, immunofluorescence imaging | nuclear translocation activity, % at 5 µM | hit rate 0.3% among 190,000;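 active means nuclear translocation activity above 50% at 5 µM, with a well cell count of 50 or more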;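 further: per-cell ratio of nuclear to cytoplasmic median beta-catenin stain intensity; plate controls were DMSO negative control for no effect and GSK-3 inhibitor IX positive control for full effect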
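Test system: human HeLa cells, endogenous beta-catenin. Times: 24 h compound exposure, 37°C. Measured by: beta-catenin immunofluorescence imaging with DAPI.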
Hep lipid drop: modulators of hepatic lipid droplet formation; hit rate 0.4% among 240,000; AML12 mouse hepatocytes, oleate lipid droplets, BODIPY imaging; AID 1656; inhibition, % at 6.5 µM;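 active means lipid droplet intensity inhibited by at least 50%, with more than 500 cells counted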
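Material: mouse AML12 hepatocyte cell line, fixed after treatment; Timing: compound with oleate, overnight; Technique: high-content imaging of BODIPY-stained droplets and DAPI nuclei; Probe or stimulus: oleate, 100 µM final; Dosing: compound at 6.5 µM only.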
T cell HTS: T cell immune modulators affecting CD8 T cell-vesicle binding; 2C CD8+ T cell-vesicle binding, flow cytometry; hits give low values; hit rate 0.068% among 330,000; calls only at 7 µM;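 active means response, share of CD8 T cells binding vesicles, and their 90th percentile fluorescence all below set limits, cut at about 80% in these data, passing the limit was not always enough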
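System: murine 2C transgenic CD8+ T lymphocytes; also added: QL9-loaded Drosophila micro-vesicles; times: binding 1.5 h at 37 °C; measured by: flow cytometry, PE anti-B7-1 (FL2) versus Alexa647 anti-CD8 (FL8), PFA-fixed; control set: Peptide-free naked vesicles (low) and QL9 vesicles with 0.7% DMSO vehicle (high)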
MT stabilizer: microtubule stabilization, imaging screen | % tubulin-high responders, % at 10 µM | HeLa tubulin immunostaining HCS, 24 h; share of cells brighter than vehicle mean+2SD | hit rate 0.83% among 200,000 | AID 2205;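 active means plate Z-score above 3 for both tubulin-high and condensed-nucleus cell shares, with cell loss under 80%, at 10 µM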;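 further: anti alpha tubulin signal scored within the nucleus-defined area of each cell; some results filed as inactive read as strong as hits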
West Nile virus CPE: inhibition of WNV-induced cytopathic effect – cell-based, CPE readout (AID 1621); West Nile virus-infected cells, CPE inhibition; higher % means a stronger effect; one-dose CPE inhibition, % at 10 µM; IC50 in µM for titrated hits; hit rate 0.02% among 290,000; in the data active means a potency from the dose series; further: strong numbers were not always called active
WT yeast gro inh mutant strain: recorded beside WT yeast gro inh, whose call it bears; inhibition, %; mitochondrial fusion phenotypic screen, mutant strain inhibition
Insulin prom up cell count: further read-out of Insulin prom up, marked with its call; cell count; measured here: cytotoxicity, nuclei count;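 total cells summed across four imaged fields per well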
Hep lipid drop cells 6.5 µM: recorded beside Hep lipid drop, whose call it bears; cell count; measured here: cell count, cytotoxicity flag;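 cells counted across two imaged fields per well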
bCat nuc transl cell count 5 µM: further read-out of bCat nuc transl, marked with its call; cell count; measured here: cell count, cytotoxicity flag
T cell HTS vesicle-bound %: second read-out of T cell HTS, no call of its own (marks repeat the call); double positive events, %; measured here: CD8+ vesicle-bound cell fraction;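 binding gate set so that unloaded-vesicle control wells show 10% double positive cells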
MT stabilizer Hoechst-high %: recorded beside MT stabilizer, whose call it bears; % Hoechst-high responders; measured here: nuclear condensation Hoechst responders;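 share of cells brighter than vehicle mean plus two SD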
MT stabilizer cytotoxicity %: recorded beside MT stabilizer, whose call it bears; toxicity, %; measured here: cytotoxicity by cell density;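 0% = mean cell density of plate MIN control wells and 100% = no cells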
Autophagy mod cell loss 18 h: also measured in Autophagy mod; calls as there; toxicity, %; measured here: cell loss, nuclei count;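 cell loss after 18 h compound exposure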
Myeloid diff 2 GFP+ MAC1+ %: recorded beside Myeloid diff 2, whose call it bears; GFP+ MAC1+ double positive, %; measured here: differentiation confirmed by MAC1 staining
* = called active by the depositor.

`CC(C)c1nnc(NC(=O)CSc2nnc(NC(=O)c3c(F)cccc3F)s2)s1` gave Myeloid diff 2 inactive, Autophagy mod inactive, WT yeast gro inh -10, Insulin prom up -0.56, bCat nuc transl -4.3, Hep lipid drop 13, T cell HTS inactive, MT stabilizer 3.8, West Nile virus CPE 0.4%, WT yeast gro inh mutant strain -8, Insulin prom up cell count 1493, Hep lipid drop cells 6.5 µM 698, bCat nuc transl cell count 5 µM 1070, T cell HTS vesicle-bound % 47, MT stabilizer Hoechst-high % 1.3, MT stabilizer cytotoxicity % 6.9, Autophagy mod cell loss 18 h 15 and Myeloid diff 2 GFP+ MAC1+ % 0.5.
Screening N=c1c2ccccc2nnn1-c1ccc(C(F)(F)F)cc1 returned Myeloid diff 2 inactive, Autophagy mod inactive, WT yeast gro inh 11, Insulin prom up -0.34, bCat nuc transl -1.9, Hep lipid drop 2, T cell HTS inactive, MT stabilizer 1.8, West Nile virus CPE -1.2%, WT yeast gro inh mutant strain 13, Insulin prom up cell count 1018, Hep lipid drop cells 6.5 µM 687, bCat nuc transl cell count 5 µM 1080, T cell HTS vesicle-bound % 30, MT stabilizer Hoechst-high % 1.2, MT stabilizer cytotoxicity % 4.8, Autophagy mod cell loss 18 h 10 and Myeloid diff 2 GFP+ MAC1+ % 0.4.
`COc1ccc(-n2c(SCc3cccnc3)nc3c(c2=O)SCC3)cc1OC` gave Myeloid diff 2 inactive, Autophagy mod inactive, WT yeast gro inh 0, Insulin prom up 0.29, bCat nuc transl -0.7, Hep lipid drop -7, MT stabilizer 1.9, West Nile virus CPE -1.1%, WT yeast gro inh mutant strain 4, Insulin prom up cell count 1124, Hep lipid drop cells 6.5 µM 670, bCat nuc transl cell count 5 µM 1107, MT stabilizer Hoechst-high % 2.8, MT stabilizer cytotoxicity % 3.8, Autophagy mod cell loss 18 h 2 and Myeloid diff 2 GFP+ MAC1+ % 0.4.
For O=C(O)c1cnc(-c2ccccc2)nc1Sc1ccc(Cl)cc1Cl the results were Myeloid diff 2 inactive, Autophagy mod inactive, WT yeast gro inh 16, T cell HTS inactive, MT stabilizer 1.6, West Nile virus CPE 0.3%, WT yeast gro inh mutant strain 12, T cell HTS vesicle-bound % 26, MT stabilizer Hoechst-high % 2.3, MT stabilizer cytotoxicity % 4.7, Autophagy mod cell loss 18 h -3 and Myeloid diff 2 GFP+ MAC1+ % 0.7.
For O=S(=O)(c1ccc(Cl)cc1)N1CCN(C(=S)Nc2ccccc2F)CC1 the results were Myeloid diff 2 inactive, Autophagy mod inactive, WT yeast gro inh -3, Insulin prom up -0.2, bCat nuc transl -4.1, Hep lipid drop 6, T cell HTS inactive, MT stabilizer 3.7, West Nile virus CPE -0.4%, WT yeast gro inh mutant strain 8, Insulin prom up cell count 1615, Hep lipid drop cells 6.5 µM 715, bCat nuc transl cell count 5 µM 1115, T cell HTS vesicle-bound % 30, MT stabilizer Hoechst-high % 3.0, MT stabilizer cytotoxicity % 13, Autophagy mod cell loss 18 h -1 and Myeloid diff 2 GFP+ MAC1+ % 0.3.
CCN1CCN(Cc2cccc(Oc3ccccc3)c2)CC1 was read as Myeloid diff 2 inactive, Autophagy mod inactive, WT yeast gro inh 9, bCat nuc transl -14, Hep lipid drop 9, T cell HTS inactive, MT stabilizer 2.8, West Nile virus CPE -0.7%, WT yeast gro inh mutant strain 1, Hep lipid drop cells 6.5 µM 744, bCat nuc transl cell count 5 µM 1080, T cell HTS vesicle-bound % 12, MT stabilizer Hoechst-high % 1.0, MT stabilizer cytotoxicity % 14, Autophagy mod cell loss 18 h 8 and Myeloid diff 2 GFP+ MAC1+ % 7.6.
O=[N+]([O-])c1cccnc1NCc1cccs1 was read as Myeloid diff 2 inactive, Autophagy mod inactive, WT yeast gro inh 13, Insulin prom up 0.81, bCat nuc transl -0.7, Hep lipid drop 22, T cell HTS inactive, MT stabilizer 2.9, West Nile virus CPE 0.7%, WT yeast gro inh mutant strain -1, Insulin prom up cell count 1273, Hep lipid drop cells 6.5 µM 695, bCat nuc transl cell count 5 µM 1095, T cell HTS vesicle-bound % 50, MT stabilizer Hoechst-high % 2.0, MT stabilizer cytotoxicity % 1.1, Autophagy mod cell loss 18 h 31 and Myeloid diff 2 GFP+ MAC1+ % 0.1.
`COc1cccc(-n2ccnc2SCC(=O)Nc2cc(OC)ccc2OC)c1` gave Myeloid diff 2 inactive, Autophagy mod inactive, WT yeast gro inh -5, Insulin prom up -2.5, bCat nuc transl 0.4, T cell HTS inactive, MT stabilizer 3.8, West Nile virus CPE -0.5%, WT yeast gro inh mutant strain -15, Insulin prom up cell count 1087, bCat nuc transl cell count 5 µM 749, T cell HTS vesicle-bound % 50, MT stabilizer Hoechst-high % 1.8, MT stabilizer cytotoxicity % 9.4, Autophagy mod cell loss 18 h 25 and Myeloid diff 2 GFP+ MAC1+ % 3.0.
COc1cccc(-c2n[nH]c(=S)n2Cc2ccco2)c1OC was read as Myeloid diff 2 inactive, Autophagy mod inactive, WT yeast gro inh -7, Insulin prom up 0.85, Hep lipid drop -10, T cell HTS inactive, MT stabilizer 2.9, West Nile virus CPE 0.1%, WT yeast gro inh mutant strain 7, Insulin prom up cell count 1257, Hep lipid drop cells 6.5 µM 739, T cell HTS vesicle-bound % 29, MT stabilizer Hoechst-high % 1.3, MT stabilizer cytotoxicity % 4.4, Autophagy mod cell loss 18 h -1 and Myeloid diff 2 GFP+ MAC1+ % 0.6.
`Cc1c(-c2ccccc2)oc2c(C(=O)N3CCN(c4ccccc4F)CC3)cccc2c1=O` gave Myeloid diff 2 inactive, Autophagy mod inactive, WT yeast gro inh 16, bCat nuc transl -0.5, Hep lipid drop 0, T cell HTS inactive, MT stabilizer 3.4, West Nile virus CPE -0.6%, WT yeast gro inh mutant strain 6, Hep lipid drop cells 6.5 µM 657, bCat nuc transl cell count 5 µM 958, T cell HTS vesicle-bound % 48, MT stabilizer Hoechst-high % 2.7, MT stabilizer cytotoxicity % 4.5, Autophagy mod cell loss 18 h -3 and Myeloid diff 2 GFP+ MAC1+ % 0.4.
`COCCNC(=O)/C(C#N)=C/c1cccc(OCc2ccccc2)c1` gave Myeloid diff 2 inactive, Autophagy mod inactive, WT yeast gro inh 46, Insulin prom up -0.29, bCat nuc transl -0.5, Hep lipid drop -19, T cell HTS inactive, MT stabilizer 5.6, West Nile virus CPE -0.3%, WT yeast gro inh mutant strain 26, Insulin prom up cell count 1439, Hep lipid drop cells 6.5 µM 730, bCat nuc transl cell count 5 µM 1101, T cell HTS vesicle-bound % 25, MT stabilizer Hoechst-high % 2.2, MT stabilizer cytotoxicity % 3.4, Autophagy mod cell loss 18 h 3 and Myeloid diff 2 GFP+ MAC1+ % 0.7.
For O=S(=O)(Nc1ccon1)c1cc(Cl)ccc1Cl the results were Myeloid diff 2 inactive, Hep lipid drop 7, T cell HTS inactive, West Nile virus CPE 0.9%, Hep lipid drop cells 6.5 µM 764, T cell HTS vesicle-bound % 18 and Myeloid diff 2 GFP+ MAC1+ % 0.5.
For O=C(NCc1cccs1)c1ccc2c(c1)ncn2C1CCCC1 the results were Myeloid diff 2 inactive, Autophagy mod inactive, WT yeast gro inh -5, Insulin prom up 0.52, bCat nuc transl -9.3, T cell HTS inactive, MT stabilizer 3.7, West Nile virus CPE -0.3%, WT yeast gro inh mutant strain -8, Insulin prom up cell count 1359, bCat nuc transl cell count 5 µM 1123, T cell HTS vesicle-bound % 18, MT stabilizer Hoechst-high % 2.0, MT stabilizer cytotoxicity % 18, Autophagy mod cell loss 18 h -20 and Myeloid diff 2 GFP+ MAC1+ % 1.8.
`CCC(C)N(C(=O)CSc1ccc(NC(C)=O)cc1)C1CCS(=O)(=O)C1` (stereo not drawn) gave Myeloid diff 2 inactive, Autophagy mod inactive, WT yeast gro inh 1, Insulin prom up 1.1, bCat nuc transl -0.2, Hep lipid drop 3, T cell HTS inactive, MT stabilizer 2.1, West Nile virus CPE -0.8%, WT yeast gro inh mutant strain -5, Insulin prom up cell count 1374, Hep lipid drop cells 6.5 µM 702, bCat nuc transl cell count 5 µM 1076, T cell HTS vesicle-bound % 39, MT stabilizer Hoechst-high % 3.8, MT stabilizer cytotoxicity % 3.8, Autophagy mod cell loss 18 h 5 and Myeloid diff 2 GFP+ MAC1+ % 0.1.
For Cc1nn(C(C)C(=O)NCCCc2ccccc2)c(=O)c2cc3occc3n12 (stereo not drawn) the results were Myeloid diff 2 inactive, Autophagy mod inactive, WT yeast gro inh -5, Insulin prom up 0.85, bCat nuc transl 0.5, Hep lipid drop 1, T cell HTS inactive, MT stabilizer 0.9, West Nile virus CPE -0.1%, WT yeast gro inh mutant strain -10, Insulin prom up cell count 781, Hep lipid drop cells 6.5 µM 742, bCat nuc transl cell count 5 µM 977, T cell HTS vesicle-bound % 2, MT stabilizer Hoechst-high % 1.5, MT stabilizer cytotoxicity % 5.7, Autophagy mod cell loss 18 h -1 and Myeloid diff 2 GFP+ MAC1+ % 0.2.
Screening CC(C)(C)NC(=O)C(c1ccncc1)N(C(=O)Cn1nnc(-c2ccc(F)cc2)n1)c1ccccc1F (stereo not drawn) returned Myeloid diff 2 inactive, Autophagy mod inactive, WT yeast gro inh 0, Insulin prom up 1.6, bCat nuc transl 2.4, Hep lipid drop 6, MT stabilizer 4.1, West Nile virus CPE -1.2%, WT yeast gro inh mutant strain 9, Insulin prom up cell count 1559, Hep lipid drop cells 6.5 µM 769, bCat nuc transl cell count 5 µM 887, MT stabilizer Hoechst-high % 1.5, MT stabilizer cytotoxicity % 2.8, Autophagy mod cell loss 18 h 4 and Myeloid diff 2 GFP+ MAC1+ % 0.2.
